EPAC1 antag – blocks human EPAC1 exchange factor. EPAC1 GEF assay, Rap1b-BODIPY-GDP exchange fluorescence. Potency, µM (top dose mostly 115 µM), inactives show at the top dose activity change, negative = inhibition, actives largely listed as inhibitors. 0.14% of 360,000 active. AID 720709;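 note: potency is the fitted concentration of half-maximal effect; plate controls were vehicle for no effect and positive control for full effect; nearly all actives have a fitted effect of over 50% in size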
IL-2 act – IL-2 activation; 0.065% of 360,000 active; AID 652025; IL-2 activation reporter assay, cell-based qHTS; stimulated with anti-CD3/CD4/CD28 beads; in transgenic mouse T cells; activation, % (series mostly up to about 46 µM); in the data active = activation above about 50%; inconclusive = mostly about 30% to 49%; note: 0% is about no effect
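Readout: EGFP and DsRed signals by fluorescent plate cytometry. Unstimulated transgenic mouse T cells received compound 60 min before antibody-bead stimulation, then incubated 18 h at 37 degrees C.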
FUS yeast rescue – rescues growth of FUS-expressing yeast | S. cerevisiae FUS-expressing, growth rescue, OD600, 24 h | Potency, µM (highest dose often 76.6 µM), inactives show at the highest dose growth rescue (activation), usual class: activators | 0.24% of 390,000 active | AID 1347120;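 note: potency is the fitted concentration of half-maximal effect; plate controls were DMSO vehicle for no effect and reference control for full effect; nearly all actives have a fitted effect of over 55% in size; some results filed as inactive show a strong effect at the top dose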
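Toxicity suppression screen in FUS-yeast. Cells induced with 2% galactose, starting OD 0.005, treated 24hr at 30C with compounds at multiple final concentrations; growth by OD600.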
PI5P4K alpha inh – inhibitors of human PI5P4K alpha | max response, % | P48426 | 1.2% of 330,000 active | PI5P4Kalpha enzyme, ADP-Glo luminescence, 60 min; hits give low values; active = max response of -50% or lower; inconclusive = between -30% and -50%; inactive = -30% or higher; note: value at the top dose of about 77 µM; % is set by controls: 0 for no effect and ±100 for the full control effect
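Enzyme plus substrate dispensed, test compounds pinned in, then ATP (5 microM final) added. After 60 min at RT, ADP-Glo reagent 1 for 45 min and reagent 2 for 30 min preceded luminescence imaging.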
Abeta rescue – A-beta toxicity reversal in yeast. Potency, µM (doses to about 46.1 µM), inactives show at the top dose growth rescue, most hits filed as activators. AID 1347071. yeast expressing A-beta42, growth rescue, OD600, 48 h; response scale: 0% DMSO, 100% iron-clioquinol control. 0.063% of 410,000 active; note: potency is the fitted concentration of half-maximal effect; nearly all actives have a fitted effect of over 55% in size
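Growth rescue measured by 600 nm absorbance after 48 h yeast culture at 30 C with compound. Values normalized between DMSO and an equimolar ferric chloride plus clioquinol control.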
aSyn rescue – alpha-synuclein toxicity inhibition in yeast; Yeast expressing alpha-synuclein, growth rescue, BacTiter-Glo, 24 h; Potency, µM (highest dose often 46.1 µM), for inactives: at the highest dose growth rescue (activation), actives largely listed as activators; 0.14% of 370,000 active; AID 652106; note: potency is the fitted concentration of half-maximal effect; % of control where 0% means no effect; nearly all actives have a fitted effect of over 65% in size
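Rescue of yeast growth: cells expressing toxic alpha-synuclein, induced in galactose at OD600 0.02, incubated with compound 24 h at 30 C. ATP luminescence quantified growth; inhibitors of toxicity appear as activators.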
WRN helicase inh – inhibitors of human WRN helicase | Q14191 | WRN helicase unwinding, fluorescent forked duplex, kinetic | Potency, µM (doses to about 114 µM), without a hit: at the top dose activity change, negative = inhibition, hits mostly inhibitors | 0.46% of 360,000 active | AID 651768; note: potency is the fitted concentration of half-maximal effect; % is set by controls: 0 for no effect and ±100 for the full control effect; nearly all actives have a fitted effect of over 55% in size
Target sequence (Q14191 whole entry, looked up): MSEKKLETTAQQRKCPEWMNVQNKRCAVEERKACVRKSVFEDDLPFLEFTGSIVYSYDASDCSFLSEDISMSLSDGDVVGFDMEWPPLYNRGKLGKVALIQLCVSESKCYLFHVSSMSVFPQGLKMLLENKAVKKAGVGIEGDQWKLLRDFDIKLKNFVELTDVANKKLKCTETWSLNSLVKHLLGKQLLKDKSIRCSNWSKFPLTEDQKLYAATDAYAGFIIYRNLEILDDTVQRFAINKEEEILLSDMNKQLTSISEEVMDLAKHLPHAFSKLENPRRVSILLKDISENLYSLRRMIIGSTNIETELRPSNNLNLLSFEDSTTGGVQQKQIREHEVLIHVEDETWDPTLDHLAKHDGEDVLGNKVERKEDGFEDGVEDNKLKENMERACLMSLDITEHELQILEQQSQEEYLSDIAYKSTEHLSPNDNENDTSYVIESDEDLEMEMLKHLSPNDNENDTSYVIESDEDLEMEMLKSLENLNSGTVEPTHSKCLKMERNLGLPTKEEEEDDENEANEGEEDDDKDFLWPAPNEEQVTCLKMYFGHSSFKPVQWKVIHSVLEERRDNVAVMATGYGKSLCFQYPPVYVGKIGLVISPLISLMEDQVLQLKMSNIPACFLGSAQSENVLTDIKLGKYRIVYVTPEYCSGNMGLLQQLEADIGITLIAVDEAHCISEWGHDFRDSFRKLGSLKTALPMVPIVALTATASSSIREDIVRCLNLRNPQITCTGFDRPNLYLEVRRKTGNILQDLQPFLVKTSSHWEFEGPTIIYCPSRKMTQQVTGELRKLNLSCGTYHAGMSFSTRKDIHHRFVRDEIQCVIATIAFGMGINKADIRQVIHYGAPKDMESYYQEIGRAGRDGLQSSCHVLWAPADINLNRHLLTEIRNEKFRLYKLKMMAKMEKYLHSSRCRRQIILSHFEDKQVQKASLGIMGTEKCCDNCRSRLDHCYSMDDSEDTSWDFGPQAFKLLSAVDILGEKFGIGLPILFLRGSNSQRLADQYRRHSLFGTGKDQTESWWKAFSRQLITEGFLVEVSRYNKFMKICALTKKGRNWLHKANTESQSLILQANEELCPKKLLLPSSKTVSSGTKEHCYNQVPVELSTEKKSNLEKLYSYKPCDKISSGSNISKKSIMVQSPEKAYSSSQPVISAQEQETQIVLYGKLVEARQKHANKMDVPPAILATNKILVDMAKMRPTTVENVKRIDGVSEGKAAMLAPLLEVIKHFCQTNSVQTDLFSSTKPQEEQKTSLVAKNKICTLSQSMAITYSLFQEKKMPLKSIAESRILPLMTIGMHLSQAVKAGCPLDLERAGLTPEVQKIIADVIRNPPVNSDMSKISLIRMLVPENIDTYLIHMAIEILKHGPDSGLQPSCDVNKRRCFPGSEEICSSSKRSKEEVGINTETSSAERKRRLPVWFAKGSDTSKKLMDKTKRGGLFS
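Primary qHTS, 1536-well format. 20 nM WRN + compound, 15 min RT; start with 100 nM forked fluorophore/quencher duplex, 2 mM ATP (final); kinetic read ex 525/em 598 nm.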
PLK1 PBD block – blocks phosphopeptide binding to human PLK1 polo-box domain; Potency, µM, without a hit: max response, negative = inhibition, actives largely listed as inhibitors; Plk1 PBD binding of FITC phosphopeptide, fluorescence polarization; 2.8% of 360,000 active; AID 720504; note: potency is the fitted concentration of half-maximal effect; series mostly up to about 57 µM; % is set by controls: 0 for no effect and ±100 for the full control effect; nearly all actives have a fitted effect of over 65% in size
EPAC1 agonist – agonists of human EPAC1. O95398. EPAC1 agonist qHTS, biochemical assay; response scale: 100% = response to 6.5 mM cAMP. Potency, µM (highest dose often 154 µM), inactives show at the highest dose activation, hits mostly activators. 0.073% of 360,000 active. AID 720707; note: potency is the fitted concentration of half-maximal effect; nearly all actives have a fitted effect of over 60% in size
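Read-out is the fluorescence drop as BODIPY-GDP leaves Rap1B (480 nm excitation, 540 nm emission), recorded every 5 minutes over 30 minutes. Reactions held 100 nM EPAC1, 250 nM Rap1B–BODIPY-GDP and 50 uM GDP, with 6.5 mM cAMP setting full activation.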
Numbers without * were called inactive; ? = inconclusive; nt = not tested or not shown; [ ] = dose if it differs, or a comment. Unless noted, calls come from the whole dose curve; as a rule, active = well fitted curve in the direction sought with a large enough effect; inconclusive = small, poorly fitted or top-dose-only effect, or another doubt; inactive = no such curve, though single readings can be large; an effect the other way counts as inactive or inconclusive. Hits appear at their usual frequency; any-hit rate near 4.1%.

SMILES	EPAC1 antag	IL-2 act	FUS yeast rescue	PI5P4K alpha inh	Abeta rescue	aSyn rescue	WRN helicase inh	PLK1 PBD block	EPAC1 agonist
C/C(=N\NC(=O)c1nnn(-c2nonc2N)c1CN(C)c1ccccc1)c1ccccc1O	?	1.1	32.5%	28.2	-5.7%	?	-7.3%	-18.8%	-3.0%
COCCN(C(=O)CCC(=O)Nc1ccccn1)C(C(=O)NCCC(C)C)c1ccc(OC)cc1 (stereo not drawn)	11.0%	0.0	?	2.8	-16.4%	-5.4%	-11.1%	-3.5%	-9.9%
COc1cc(/C=N/OCC(=O)NC2CCCCC2)ccc1OCc1ccccc1	1.1%	0.0	8.7%	2.0	12.9%	6.4%	1.1%	7.0%	-0.5%
CCOC(=O)c1c(C(=O)OCC)c(C)n(CCc2ccc(OC)c(OC)c2)c1C	1.3%	-1.8	14.4%	5.3	-19.9%	-0.6%	-11.7%	-7.5%	4.9%
O=C(Nc1nc2ccccc2n1CCN1CCOCC1)c1cn(-c2ccccc2)nc1-c1ccccc1	-20.2%	0.0	39.4%	1.0	-34.7%[inhibitor]	11.0%	-10.6%	0.2%	22.3%
CN(C)c1ccc(C(=O)C(O)c2ccccc2Cl)cc1 (stereo not drawn)	-13.1%	0.0	-9.4%	0.4	3.2%	1.4%	-1.5%	-1.7%	-3.9%
CCC(=O)Nc1ccc(S(=O)(=O)c2ccc(NC(=O)CC)cc2)cc1	-27.6%	0.1	nt	-0.1	-20.6%	-2.3%	2.1%	-11.7%	13.6%
O=C(Nc1ccc(Br)cn1)C1CCN(S(=O)(=O)c2cccs2)CC1	13.0%	0.8	22.1%	0.6	-2.8%	3.6%	7.0%	-3.3%	-1.4%
COc1ccc(C=O)cc1Cn1c(=O)n(CCC(=O)NCc2ccco2)c(=O)c2sccc21	8.7%	25.6	-8.8%	-2.0	-2.5%	5.6%	16.4%	-10.8%	7.8%
NC(=O)c1c(NC(=O)c2cnccn2)sc2c1CCCC2	-26.1%	0.9	-6.0%	6.9	-0.9%	-2.1%	-20.9%[57.1 µM]	-16.6%	6.7%
COc1ccc(CN2C(=O)C(CC(=O)NCCCCc3ccccc3)CC(C(=O)N(C)C)=C2C)cc1 (stereo not drawn)	3.3%	-1.2	41.7%	-1.5	-1.2%	0.0%	2.2%	-0.9%	-4.0%
Cc1cccc(C)c1NC(=O)c1ccccc1C(=O)O	0.1%	-3.3	19.3%	-11.4	5.2%	1.9%	6.8%	-6.6%	5.6%
COc1ccc(OC)c(NC(=O)COC(=O)/C=C/c2ccccc2Cl)c1	-1.8%	-0.7	-6.5%	2.9	8.5%	-5.5%	0.7%	6.0%	-13.1%
Cc1cc(-c2ccc(S(=O)(=O)N3CCc4ccccc4C3)s2)on1	-23.2%	-2.1	9.4%	0.0	-17.0%	-0.6%	4.8%	-14.0%	-0.2%
Cc1noc(NS(=O)(=O)c2ccc(NC(=O)CCCOc3ccc(Cl)cc3Cl)cc2)c1C	11.8%	-1.9	40.7%	-1.6	2.1%	-2.0%	-7.9%	?	-6.1%
CC(C)C[C@@H](CN)NC(=O)c1nc[nH]c1C(=O)N[C@@H](C)C(=O)CNC[C@H](C)NC(=O)c1nc[nH]c1C(=O)N[C@@H](Cc1ccccc1)C(=O)O	3.6%	-0.5	17.9%	2.9	-15.9%	1.5%	-2.3%	-8.5%	-16.2%
CCN(C(=O)COC(=O)c1ccc(Cl)c(S(=O)(=O)N2CCCCC2)c1)C1CCS(=O)(=O)C1 (stereo not drawn)	-17.9%	1.6	10.2%	2.5	17.3%	0.9%	-15.6%	-4.3%	-4.0%
CC(C)CN(C(=O)COC(=O)CN1C(=O)c2ccccc2C1=O)c1c(N)n(Cc2ccccc2)c(=O)[nH]c1=O	-18.4%	-0.3	?	2.5	-1.2%	10.2%	-12.0%	6.1%	-8.2%
O=S(Cc1ccccc1)CC(O)(c1ccc(Cl)cc1)c1ccc(Cl)cc1 (stereo not drawn)	-2.1%	-2.6	?	nt	25.6%	?	-2.0%	-1.5%	16.9%
CCOC(=O)CNC(=O)C(=O)c1c(O)[nH]c2ccccc12	-1.3%	-1.3	0.4%	1.1	4.0%	18.8%	-0.6%	-5.9%	-10.1%
COc1ccc(-c2ccnc3nc(/N=C/N(C)C)nn23)cc1	-13.6%	2.1	4.9%	0.0	6.0%	-1.2%	-8.5%	-2.8%	3.6%
NC(CS(=O)O)C(=O)O (stereo not drawn)	4.9%	0.4	-10.9%	11.6	2.2%	1.8%	4.8%	2.8%	-10.0%
O=C(C[C@H]1C/C=C\CC[C@H](Cc2ccc(F)cc2)C(=O)O[C@@H](c2ccccc2)CNC1=O)N[C@H](CO)Cc1ccccc1	-0.8%	-0.7	31.0%	-7.4	-2.6%	-6.1%	14.4%	-0.7%	1.3%
CCOc1ccccc1C(=O)Nc1ccc(S(=O)(=O)Nc2cc(OC)nc(OC)n2)cc1	-9.3%	-3.7	nt	-6.9	-1.4%	18.5%	-15.8%	2.5%	-2.4%
O=C(c1ccc(Cl)cc1)C1CCCN(Cc2cnn(-c3ccccc3)c2)C1 (stereo not drawn)	?	-0.1	2.6%	0.7	0.0%	9.0%	-9.7%	-1.8%	2.6%
O=C(N/N=C/c1ccccc1C(F)(F)F)c1ccc(O)cc1	-14.4%	0.4	14.1%	-15.5	-8.2%	-4.1%	3.7%	-7.8%	6.0%
CN(C)c1ccc(C(=O)NNC(=O)Nc2ccccc2)cc1	0.4%	3.9	-1.3%	-7.5	-2.9%	-3.9%	-3.2%	-3.3%	0.6%
Cc1cc2c(c(=O)n1C)C(Cc1ccccc1)C(C#N)=C(N)O2 (stereo not drawn)	15.6%	-3.2	-2.4%	-10.7	21.1%	-2.6%	-0.4%	-1.3%	-1.7%
CCOC(=O)c1sc(NC(=O)C(C)C)c(C#N)c1C	-21.6%	-2.3	20.7%	-68.0*	-41.5%[inhibitor]	-31.4%[inhibitor]	?	2.99µM*	0.9%
Cc1coc2c(C)c3oc(=O)cc(-c4ccccc4)c3cc12	10.6%	-2.1	8.9%	6.3	-11.0%	10.3%	1.8%	-2.3%	0.1%
O=C(CNC(=O)c1ccc2c(c1)OCO2)N/N=C(Br)/C=C/c1ccccc1	?	-7.2	23.3%	-7.0	-22.1%	2.4%	-14.4%	-4.3%	-2.1%
CCCCNC(=O)C1(C)CCCCN1C(=O)c1c(F)ccc(C)c1F (stereo not drawn)	-3.0%	-0.6	-19.9%	0.1	11.7%	2.3%	-2.3%	-1.9%	-8.9%
CC1CCCCC1NC(=O)c1cccc(NC2=NC3CS(=O)(=O)CC3S2)c1 (stereo not drawn)	11.4%	-4.1	-12.4%	0.4	-13.0%	-28.0%	8.2%	-4.4%	-13.7%
CN(C)CCOC(=O)C1(c2ccccc2)CCCC1	7.2%	1.0	6.4%	-3.7	-9.5%	-2.3%	15.4%	-12.9%	-3.0%
O=C(OC(C(=O)Nc1ccc([N+](=O)[O-])cc1Br)c1ccccc1)c1ccccc1 (stereo not drawn)	-20.8%	1.3	9.5%	9.7	?	2.9%	-8.2%	-0.8%	-0.1%
N#CC(C#N)=CNc1cccnc1	-7.8%	-1.0	-8.6%	9.6	-8.1%	1.6%	0.9%	-2.4%	17.5%
O=C(CCOc1ccccc1)N1CCN(S(=O)(=O)c2cccs2)CC1	-18.9%	0.3	5.5%	1.2	9.6%	-6.3%	4.6%	-7.9%	-5.3%
CC(C)=NOCC(=O)Nn1c(COc2ccccc2)nc2ccccc2c1=O	2.6%	-0.5	-6.3%	0.4	-10.5%	-3.8%	-0.6%	-16.9%	-0.3%
CN(C)CCOC1c2ccccc2CSc2ccccc21 (stereo not drawn)	-2.4%	3.1	8.0%	3.9	-0.5%	0.3%	11.2%	0.2%	-4.5%
NS(=O)(=O)c1ccc(S(=O)(=O)N2CCCC(c3ccccc3)C2)cc1 (stereo not drawn)	-0.1%	-2.9	-8.5%	4.2	-2.6%	0.6%	-2.7%	-10.9%	-12.9%
CC1CN(C(=O)c2cc3c(=O)n4ccccc4nc3s2)CC(C)O1 (stereo not drawn)	2.3%	0.3	-12.9%	nt	13.3%	3.3%	2.5%	-4.0%	-1.3%
O=C(NC(=S)Nc1ccc(S(=O)(=O)Nc2ccccc2)cc1)C1CC1	-16.6%	4.3	26.1%	-6.4	5.6%	2.7%	-3.8%	-26.7%	14.5%
CCOC(=O)c1c(C)c(C#N)c2c3ccccc3ccn12	15.9%	-0.7	4.4%	-1.7	-1.1%	0.8%	3.5%	-2.6%	5.4%
COc1cc(C2C(C#N)=C(N)Oc3cc(O)ccc32)cc2c1OCO2 (stereo not drawn)	-7.5%	2.1	13.0%	-8.7	0.8%	-0.5%	-7.1%	-18.7%	8.1%
COc1ccc(OC)c(NC(=O)Nc2ccc(O)c3ccccc23)c1	-14.9%	-4.5	28.2µM*	-29.3	-42.3%[inhibitor]	-2.5%	-6.9%[11.6 µM]	-25.0%	-3.8%
Cc1cccc(N2C(=O)CC(N3CCOCC3)C2=O)c1 (stereo not drawn)	3.3%	-0.4	-22.1%	4.4	-16.9%	1.2%	8.3%	-5.1%	6.2%

Shown comma-delimited: part of the list above.
mol,EPAC1 antag,IL-2 act,FUS yeast rescue,PI5P4K alpha inh,Abeta rescue,aSyn rescue,WRN helicase inh,PLK1 PBD block,EPAC1 agonist
COc1ccc(CN2C(=O)C(CC(=O)NCCCCc3ccccc3)CC(C(=O)N(C)C)=C2C)cc1 (stereo not drawn),3.3%,-1.2,41.7%,-1.5,-1.2%,0.0%,2.2%,-0.9%,-4.0%
Cc1cccc(C)c1NC(=O)c1ccccc1C(=O)O,0.1%,-3.3,19.3%,-11.4,5.2%,1.9%,6.8%,-6.6%,5.6%
COc1ccc(OC)c(NC(=O)COC(=O)/C=C/c2ccccc2Cl)c1,-1.8%,-0.7,-6.5%,2.9,8.5%,-5.5%,0.7%,6.0%,-13.1%
Cc1cc(-c2ccc(S(=O)(=O)N3CCc4ccccc4C3)s2)on1,-23.2%,-2.1,9.4%,0.0,-17.0%,-0.6%,4.8%,-14.0%,-0.2%

High-throughput results (PubChem BioAssay)
